Screening data: PubChem, National Center for Advancing Translational Sciences (NCATS)
Pin1 inh – inhibitors of human Pin1. Q13526. Pin1 FP peptide displacement, HiFluor488, 10 min. Potency, µM (doses to about 115 µM), without a hit: top-dose activity, negative = inhibition, most hits filed as inhibitors. 0.009% of 390,000 active; active = well fitted inhibition curve with a large enough effect in the polarisation, with a control signal flat, not every such curve was filed as active; inconclusive = small, poorly fitted or top-dose-only effect, or effect the other way, or a change in a side signal; inactive = no such curve, though single readings can be large or run the other way; the % refers to the polarisation; note: % is set by controls: 0 for no effect and ±100 for the full control effect
PGK inhibitor – blocks T. brucei phosphoglycerate kinase; PGK/GAPDH coupled, Kinase-Glo luminescence, 60 min; Potency, µM (series often up to 57.5 µM), inactives show at the top dose activity change, negative = inhibition, actives largely listed as inhibitors; 0.043% of 380,000 active; AID 602233; note: % is set by controls: 0 for no effect and ±100 for the full control effect; nearly all actives have a fitted effect of over 60% in size
Target sequence (P07378 whole entry, looked up): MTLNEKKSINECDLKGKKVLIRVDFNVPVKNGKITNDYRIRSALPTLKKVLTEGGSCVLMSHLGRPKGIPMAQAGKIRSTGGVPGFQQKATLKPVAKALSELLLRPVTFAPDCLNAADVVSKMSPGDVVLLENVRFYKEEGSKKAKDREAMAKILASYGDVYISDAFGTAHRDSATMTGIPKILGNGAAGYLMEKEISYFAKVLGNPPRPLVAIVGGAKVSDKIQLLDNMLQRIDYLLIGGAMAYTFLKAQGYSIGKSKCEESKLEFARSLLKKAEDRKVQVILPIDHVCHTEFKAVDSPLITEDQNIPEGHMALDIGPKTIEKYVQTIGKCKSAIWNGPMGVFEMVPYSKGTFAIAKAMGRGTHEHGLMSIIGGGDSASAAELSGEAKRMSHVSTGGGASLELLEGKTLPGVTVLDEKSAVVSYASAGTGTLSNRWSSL
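Recombinant glycosomal PGK reaction used 1,3-bisphosphoglycerate generated in-well by GAPDH (100nM final) in 100mM TEA pH 7.6, 5mM MgCl2, 0.01% Tween-20. After 60 minutes at room temperature, ATP was read by Kinase-Glo Plus luminescence end-point.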
12-LOX inh – blocks human arachidonate 12S-lipoxygenase | purified 12hLO, xylenol orange hydroperoxide absorbance | Potency, µM (titrated, usually from 108 µM), without a hit: at the top dose activity change, negative = inhibition, actives largely listed as inhibitors | 1.1% of 580,000 active | AID 1671190; note: % is set by controls: 0 for no effect and ±100 for the full control effect
Target sequence (P18054 whole entry, looked up): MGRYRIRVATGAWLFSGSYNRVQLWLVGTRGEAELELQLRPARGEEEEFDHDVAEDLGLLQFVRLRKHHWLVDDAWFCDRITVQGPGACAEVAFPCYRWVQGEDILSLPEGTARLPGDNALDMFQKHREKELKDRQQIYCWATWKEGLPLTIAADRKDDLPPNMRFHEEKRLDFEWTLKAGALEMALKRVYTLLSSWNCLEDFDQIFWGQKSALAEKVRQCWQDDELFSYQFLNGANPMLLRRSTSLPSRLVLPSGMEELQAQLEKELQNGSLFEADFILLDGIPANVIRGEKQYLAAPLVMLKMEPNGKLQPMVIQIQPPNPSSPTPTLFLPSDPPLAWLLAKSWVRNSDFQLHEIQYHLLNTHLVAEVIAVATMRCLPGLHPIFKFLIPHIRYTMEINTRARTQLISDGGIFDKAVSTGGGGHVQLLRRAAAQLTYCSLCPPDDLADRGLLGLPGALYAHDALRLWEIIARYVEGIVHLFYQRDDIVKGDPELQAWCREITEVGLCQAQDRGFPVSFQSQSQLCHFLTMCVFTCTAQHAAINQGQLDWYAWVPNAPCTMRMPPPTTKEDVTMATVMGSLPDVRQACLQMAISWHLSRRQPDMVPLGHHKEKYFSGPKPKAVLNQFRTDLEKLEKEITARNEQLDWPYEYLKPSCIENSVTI
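Purified human 12hLO at 150 nM in 25 mM Hepes, 0.01% Triton X-100, pH 7.0, preincubated 15 min at room temperature with compound. Reaction started with 40 uM arachidonic acid, 30 min at room temperature. Hydroperoxide measured by Fe-xylenol orange, 573/405 nm absorbance ratio.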
GLS inh – inhibitors of human glutaminase (GLS); GLS enzymatic activity, qHTS titration; Potency, µM (doses to about 45.5 µM), for the others: at the top dose activity change, negative = inhibition, actives largely listed as inhibitors; 0.21% of 410,000 active; AID 624170; note: % is set by controls: 0 for no effect and ±100 for the full control effect
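Coupled fluorescence readout: glutamate oxidase/HRP/Amplex Red detect glutamate formed by hKGA from L-glutamine (1 mM solution added). Buffer 45 mM KH2PO4 pH 8.2, 0.02% Tween-20; reads at t0 and 30 min RT.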
TrxR1 inh – rat TrxR1 inhibition | O89049 | recombinant rTrxR1, NADPH fluorescence consumption, selenite substrate | Potency, µM (top dose mostly 114 µM), inactives show top-dose activity change, negative = inhibition, hits mostly inhibitors | 1% of 390,000 active | AID 588453; note: % is set by controls: 0 for no effect and ±100 for the full control effect; nearly all actives have a fitted effect of over 65% in size
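Rat TrxR1 (90 nM in the dispensed reagent) was pre-reduced with 400 uM NADPH for 5 min at room temperature, then incubated with compound for 15 min. After 400 uM selenite was added, NADPH fluorescence (Ex 340/Em 450 nm) was followed for 8 min.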
ERG-DNA inh – inhibitors of human ERG Ets domain-DNA interaction | AID 624246 | Potency, µM (highest dose often 76.9 µM), inactives show top-dose FP activity, negative = inhibition, hits mostly inhibitors | fluorescence polarization, His-ERG Ets domain / labelled DNA | 0.028% of 370,000 active | P11308; active = well fitted inhibition curve with a large enough effect in the polarisation, with a control signal flat; inconclusive = small, poorly fitted or top-dose-only effect, or effect the other way, or a change in a side signal; inactive = no such curve, though single readings can be large or run the other way; the % refers to the polarisation;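 note: polarization taken with two DNA probes labelled with fluorescein and Texas red; % of control where 0% means no effect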
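His-tagged ERG Ets domain (1 uM in the protein solution; 300mM KCl, 50mM Tris-HCl, 1mM EDTA, 1mM DTT, pH 7.5) received compound, then a probe mix of 5 nM fluorescein-DNA and 100nM Texas-615-DNA. Fluorescence polarization was read for both dyes.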
JMJD2A Tudor inh – blocks the human JMJD2A Tudor domain; AlphaScreen JMJD2A-Tudor / H3K4me3 peptide binding; Potency, µM (highest dose often 114 µM), without a hit: at the highest dose activity change, negative = inhibition, most hits filed as inhibitors; 4.4% of 390,000 active; note: % is set by controls: 0 for no effect and ±100 for the full control effect; nearly all actives have a fitted effect of over 50% in size
HP1b binding inh – inhibitors of HP1-beta chromodomain binding to methylated histone tails. 0.56% of 390,000 active. Potency, µM (doses to about 114 µM), for the others: top-dose activity change, negative = inhibition, actives largely listed as inhibitors. AlphaScreen HP1-beta / biotin-H3K9me3 peptide binding. AID 540317; note: nearly all actives have a fitted effect of over 70% in size; inactives centre near 23
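Compound inhibition of the preformed complex between 50 nM HP1-beta and 50 nM biotinylated H3K9me3 peptide was read by AlphaScreen. Buffer was PBS pH 7.4 with 0.01% Tween-20. Incubations ran 30 min at room temperature, with 10 ug/mL donor/acceptor beads.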
RGS4 inh – inhibitors of human regulator of G protein signaling 4; P49798; Transcreener GDP fluorescence polarization, RGS4-accelerated GTP hydrolysis; Potency, µM (titrated, usually from 114 µM), inactives show at the top dose activity change, negative = inhibition, actives largely listed as inhibitors; 0.039% of 390,000 active; note: % is set by controls: 0 for no effect and ±100 for the full control effect; nearly all actives have a fitted effect of over 75% in size; some results filed as inactive show a strong effect at the top dose
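MLSMR compounds (23 nl, pin-transferred) preincubated 10 min at room temperature with a 500nM (2x) first reagent, then RGS4 at 900nM (2x) plus Transcreener GDP mix added; fluorescence polarization (620/688 nm) read before and after 90 min at 30 °C.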
Active calls of the source: *; i = inactive; ? = inconclusive; nt = not tested or not shown; & = joins results of further samples; [ ] = another dose, or the depositor's remark. Unless noted, calls come from the whole dose curve; as a rule, active = well fitted curve in the direction sought with a large enough effect; inconclusive = small, poorly fitted or top-dose-only effect, or another doubt; inactive = no such curve, though single readings can be large; an effect the other way counts as inactive or inconclusive. Potency is the fitted concentration of half-maximal effect. A portion of the library; count on the stated rates, not on these rows.

SMILES,Pin1 inh,PGK inhibitor,12-LOX inh,GLS inh,TrxR1 inh,ERG-DNA inh,JMJD2A Tudor inh,HP1b binding inh,RGS4 inh
COc1ccc(C2=NC(C)(C)Cc3cc(OC)c(OC)cc32)cc1OC,-9%,-2%,?,-3%,-10%,-3%,10%,51%[activator],19%
CN(C)CCCNC(=O)C[C@H]1C[C@H](C(=O)N2CCCCC2)[C@@]2(CCc3ccccc3)c3[nH]c4ccc(Cl)cc4c3CCN2C1=O,3%,-3%,?,8%,10%,38%[activator],?,-10%,28%
CS(=O)(=O)c1cccc(NC(=O)C2CCCN2S(=O)(=O)c2ccc(F)cc2)c1 (stereo not given),0%,-7%,3%,3%,17%,0%,-8%,-5%,7%
Cc1noc(COc2ccccc2OCC(N)=O)n1,11%,i,1%,0%,9%[57.1 µM],2%,-9%,11%,-3%
COc1ccc(CCNC2=NCC(C)S2)cc1 (stereo not given),-1%,5%,-12%,6%,10%,-6%,-13%,6%,17%
COC(=O)[C@@H]1Cc2c([nH]c3ccccc23)C(C)(C)N1C(=O)CCl,-7%,-4%,?,-3%,?,-4%,-18%,21%,-5%
COc1cc(CC(=O)N2CCC(n3nccc3NC(=O)C3CC3)CC2)cc(OC)c1OC,-6%,-9%,494%[activator],-11%,-12%,18%,1%,31%,-9%
Cc1ccc(C2(C)NC(=O)N(CC(=O)N(c3ccccc3)C3CCS(=O)(=O)C3)C2=O)cc1 (stereo not given),-8%,-9%,-15%,1%,13%,1%,-26%,-8%,8%
CCn1c(=O)c(=O)[nH]c2cc(C(=O)NCC3CCCCC3)ccc21,0%,i,-20%,1%,-15%,-7%,-20%,23%,-10%
CC1(NC(=O)NCc2ccco2)CCS(=O)(=O)C1 (stereo not given),1%,-4%,5%,-4%,19%,-3%,-9%,39%,-13%

2 of the compounds above, field by field.
Structure: COc1ccc(C2=NC(C)(C)Cc3cc(OC)c(OC)cc32)cc1OC
  Pin1 inh: -9%
  PGK inhibitor: -2%
  12-LOX inh: ?
  GLS inh: -3%
  TrxR1 inh: -10%
  ERG-DNA inh: -3%
  JMJD2A Tudor inh: 10%
  HP1b binding inh: 51%[activator]
  RGS4 inh: 19%

Structure: COc1cc(CC(=O)N2CCC(n3nccc3NC(=O)C3CC3)CC2)cc(OC)c1OC
  Pin1 inh: -6%
  PGK inhibitor: -9%
  12-LOX inh: 494%[activator]
  GLS inh: -11%
  TrxR1 inh: -12%
  ERG-DNA inh: 18%
  JMJD2A Tudor inh: 1%
  HP1b binding inh: 31%
  RGS4 inh: -9%

Continuation:
SMILES,Pin1 inh,PGK inhibitor,12-LOX inh,GLS inh,TrxR1 inh,ERG-DNA inh,JMJD2A Tudor inh,HP1b binding inh,RGS4 inh
CCOc1ccc(NC(=S)Nc2cccc3ccccc23)cc1,3%,-2%,?,0%,11%,-1%,?,-12%,-14%
O=C(NNC(=O)c1ccc(F)cc1F)c1ccc(-n2cnnn2)cc1,-19%,-8%,8%,27%,21%,3%,-10%,39%[activator],26%
Cc1ccc(NC(=S)NCc2ccco2)c(C)c1,-2%,-4%,75%[activator],-13%,20%[57.1 µM],-2%,-17%,-16%,-16%
N#Cc1nc(-c2ccc(OCc3ccc(Cl)cc3)cc2)oc1N1CCOCC1,3%,i,-1%[57.4 µM],-4%,18%,nt,-10%,33%,4%
C=CCc1ccccc1OCCSc1nc(-c2ccccc2F)nc2cc(=O)[nH]n12,1%,-17%,-24%,-11%,28%[57.1 µM],-5%,?,3%,-9%
Cc1cccc2nc(-c3ccc(N(C)C)cc3)c(Nc3ccc4c(c3)OCO4)n12,-5%,-4%,?,-1%,15%,-1%,-29%,18%,-5%
Cc1cccc(NC(=S)N/N=C2\CC(C)(C)Oc3ccc(O)cc32)c1,7%,2%,?,18%,7%,3%,?,-2%,-17%
CNCc1cc(Br)c(OCC(=O)Nc2ccccc2OC)c(OC)c1,-1%,1%,-11%,3%,8%,1%,-17%,33%,-5%
O=[N+]([O-])c1ccc(N2CCN(S(=O)(=O)c3ccccc3)CC2)cc1NCc1cccnc1,-1%,i,?,0%,0%[57.1 µM],-1%,-30%,7%,-15%
Cc1c(C)[n+](=O)c(-c2ccc(F)cc2)c(C)n1[O-],-4%,-11%,14%&-11%,11%,24%,7%,-9%,26%,25%

(next part)
SMILES,Pin1 inh,PGK inhibitor,12-LOX inh,GLS inh,TrxR1 inh,ERG-DNA inh,JMJD2A Tudor inh,HP1b binding inh,RGS4 inh
COc1cc(C2C(C#N)=C(N)OC3=C2C(=O)CCC3)c([N+](=O)[O-])cc1OC (stereo not given),?,-9%,?,?,-16%[57.1 µM],-13%,-27%,?,-51%
CCCc1nnc(NC(=O)COc2ccc3c(c2)OCO3)s1,-6%,-7%,-2%,-24%,7%,-1%,-11%,-2%,-8%
Cc1cccc2[nH]c3c(N4CCC5(CC4)OCCO5)ncnc3c12,7%,-7%,-5%,-9%,33%,9%,8%,36%,-5%
CCCCN(C(=O)CSc1nc2ccccc2s1)c1c(N)n(CCCC)c(=O)[nH]c1=O,8%,i,-1%,3%,21%[11.4 µM],14%,-10%,29%,-48%
Cc1ccc(CN2CC(C(=O)OCc3ccccc3Cl)CC2=O)cc1 (stereo not given),0%,-3%,-9%,-1%,21%,2%,9%,30%,-20%
CN(Cc1ccccc1)C(=O)c1ccccc1C(=O)OCC(=O)N(Cc1ccccc1)C(C)(C)C,?,i,-6%,-1%,9%,-1%,-16%,35%,-3%
O=C(c1cccc(NS(=O)(=O)c2ccccc2)c1)N1CCN(c2ccccc2)CC1,2%,-2%,-26%,9%,6%[57.1 µM],-10%,-30%,-8%,8%
CC(=O)N1N=C(C)CC1c1ccc(OCc2ccccc2)cc1 (stereo not given),-9%,-8%,-7%,7%,-12%,8%,-10%,14%,12%
COC(=O)COc1ccc2c(c1)O/C(=C\c1cccc([N+](=O)[O-])c1)C2=O,8%,i,3%,-2%,13%,-5%,-11%,22%,5%
Cc1cc(Cl)ccc1OCC(=O)Nc1ccncc1,-10%,i,-63%,-5%,30%,7%,-7%,44%[activator],-15%

Whole records, quoted from the list. Order of screens: Pin1 inh	PGK inhibitor	12-LOX inh	GLS inh	TrxR1 inh	ERG-DNA inh	JMJD2A Tudor inh	HP1b binding inh	RGS4 inh
Results for Cc1ccc(CN2CC(C(=O)OCc3ccccc3Cl)CC2=O)cc1 (stereo not given) = 0%	-3%	-9%	-1%	21%	2%	9%	30%	-20%
Results for CC(=O)N1N=C(C)CC1c1ccc(OCc2ccccc2)cc1 (stereo not given) = -9%	-8%	-7%	7%	-12%	8%	-10%	14%	12%
Results for COC(=O)COc1ccc2c(c1)O/C(=C\c1cccc([N+](=O)[O-])c1)C2=O = 8%	i	3%	-2%	13%	-5%	-11%	22%	5%

(continued)
SMILES,Pin1 inh,PGK inhibitor,12-LOX inh,GLS inh,TrxR1 inh,ERG-DNA inh,JMJD2A Tudor inh,HP1b binding inh,RGS4 inh
CCOC(=O)Cn1c(=O)oc2cc(S(=O)(=O)N3CCC(C(=O)OCC)CC3)ccc21,-4%,3%,2%,13%,9%,3%,-1%,38%,15%
COc1cc(OC)c(OC)cc1/C=C1\CCC/C(=C\c2cc(OC)c(OC)cc2OC)C1=O,?,-9%,?,0%,-10%[57.1 µM],4%,28µM*,32µM*,-46%
CCCCC(=O)NC(=O)NC(c1ccccc1)c1ccccc1,6%,-6%,406%[activator],-2%,0%,2%,15%,43%[activator],-7%
CC(C)CN(C(=O)c1cc(Cl)nc2ccccc12)c1c(N)n(Cc2ccccc2)c(=O)[nH]c1=O,?,-6%,-22%,-2%,2%,0%,-2%,27%,?
O=C(Cc1cccc(NC(=O)C2CCCN(C(=O)C3CCCC3)C2)c1)Nc1cccc(C(=O)N2CCCCC2)c1 (stereo not given),-2%,i,-2%,-1%,13%,-1%,-21%,21%,9%
C=CCSc1nc(C)c(Cc2cccc3ccccc23)c(=O)[nH]1,-3%,1%,-5%,0%,12%,-1%,-2%,11%,9%
CCOC(=O)N1CCN(C(=O)Cn2ncc3c2-c2ccccc2OC3)CC1,-9%,-10%,22%,2%,13%[57.1 µM],23%,-17%,21%,26%
O=C1CSC(=S)N1N=C1CCCCCC1,-17%,i,-16%,27%,?,75%[activator],-24%,-14%,-28%
Cc1nn2c(COc3ccc(NC(=O)c4ccccc4)cc3)nnc2c2ccccc12,2%,0%,-23%,-4%,43%[activator],1%,-15%,17%,-22%
Cc1nc2c([nH]1)C1(CCN(Cc3ccccc3)CC1)C(C#N)=C(N)O2,?,2%,?,19%,-39%,1%,-28%,13%,-6%

New compounds follow:
SMILES,Pin1 inh,PGK inhibitor,12-LOX inh,GLS inh,TrxR1 inh,ERG-DNA inh,JMJD2A Tudor inh,HP1b binding inh,RGS4 inh
COc1ccc(C2=Nc3cc(C)ccc3OC2)cc1,1%,-3%,?,20%,?,-12%,-17%,51%[activator],6%
O=C(NCc1ccccc1)C(=O)NCC1CCCN1S(=O)(=O)c1cccs1 (stereo not given),4%,-2%,29%,4%,-6%,0%,-16%,4%,31%
O=C(Nc1nc2n(n1)C(c1ccc(Cl)cc1)CC(c1ccc(Cl)cc1)N2)c1ccco1 (stereo not given),6%,-1%,?,7%,1%,-4%,-27%,10%,23%
CCOC(=O)c1c(NC(=O)CSc2cn(CCNC(=O)c3cccc(C(F)(F)F)c3)c3ccccc23)sc2c1CCC2,42%[activator],-1%,-23%,-2%,16%[11.4 µM],5%,-19%,19%,-16%
